PAD4 FP inh – inhibitors of human PAD4. Q9UM07. recombinant PAD4, RCA probe fluorescence polarization. inhibition, % at 6.36 µM. 330,000 compounds, 0.41% hits. AID 485272;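 active means percent inhibition above a cutoff equal to the mean of all tested compounds plus 3 SD, cut at about 15% in these data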;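 further: 0% = PAD4 with RCA probe and DMSO and 100% = probe without PAD4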
MCL1-BIM inh – MCL1-BIM-BH3 interaction inhibition (human) | Q07820 | GST-MCL1 / FITC-Bim-BH3 fluorescence polarization | inhibition, % at 10.9 µM | 320,000 compounds, 0.68% hits;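 active means inhibition above the mean inhibition of all tested compounds plus 3 SD, set per campaign, cut at about 40% in these data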;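 further: 0% = DMSO wells and 100% = unlabeled Bim-BH3 peptide control; higher means more loss of mP so more displacement of Bim peptide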
Target sequence (Q07820 whole entry, looked up): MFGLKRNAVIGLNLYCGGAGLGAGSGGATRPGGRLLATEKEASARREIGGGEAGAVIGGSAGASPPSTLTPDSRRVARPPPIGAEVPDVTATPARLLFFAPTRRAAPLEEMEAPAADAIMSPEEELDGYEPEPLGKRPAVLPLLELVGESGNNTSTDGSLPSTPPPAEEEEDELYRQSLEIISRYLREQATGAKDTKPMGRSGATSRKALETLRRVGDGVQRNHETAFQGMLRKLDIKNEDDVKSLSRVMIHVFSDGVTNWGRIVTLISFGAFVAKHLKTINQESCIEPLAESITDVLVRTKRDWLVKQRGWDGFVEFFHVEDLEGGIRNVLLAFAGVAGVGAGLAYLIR
MEX-5 binding – C. elegans MEX-5 TCR-2 RNA binding activity. Q9XUB2. MEX-5/FITC-TCR2 RNA binding, fluorescence polarization; active compounds read low. activity score (negative = inhibition of binding), % at 10 µM. 300,000 compounds, 0.38% hits;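 active means inhibition past about -25% in most replicates, and total fluorescence under double the plate's negative control median, limit read from the data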;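 further: 0% = DMSO and -100% = 5 µM competing unlabeled TCR2 RNA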
PME-1 inh – PME-1 (human) inhibition; recombinant PME-1, FP-Rh probe fluorescence polarization; inhibition, % at 5.9 µM; 320,000 compounds, 0.53% hits; AID 2130;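 active means inhibition above the campaign mean of all compounds plus 3 SD, cut at about 26% in these data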;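 further: competitive labeling of PME-1 active site by serine hydrolase directed probe; 0% = PME-1 with DMSO and 100% = wells lacking PME-1 enzyme; inhibitors block probe labeling so polarization falls and inhibition rises; many of its hits are not listed in these tables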
GLD-1 RNA inh – GLD-1-TGE RNA interaction inhibition (C. elegans) | 320,000 compounds, 0.44% hits | purified GLD-1 + fluorescein TGE RNA, fluorescence polarization | Q17339 | inhibition, % at 5.96 µM;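 active means percent inhibition above a per-plate cutoff, the plate mean of test compounds plus 3 SD, cut at about 30% in these data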;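 further: 0% = DMSO wells with GLD-1 and probe and 100% = wells lacking GLD-1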
Target sequence (Q17339 whole entry, looked up): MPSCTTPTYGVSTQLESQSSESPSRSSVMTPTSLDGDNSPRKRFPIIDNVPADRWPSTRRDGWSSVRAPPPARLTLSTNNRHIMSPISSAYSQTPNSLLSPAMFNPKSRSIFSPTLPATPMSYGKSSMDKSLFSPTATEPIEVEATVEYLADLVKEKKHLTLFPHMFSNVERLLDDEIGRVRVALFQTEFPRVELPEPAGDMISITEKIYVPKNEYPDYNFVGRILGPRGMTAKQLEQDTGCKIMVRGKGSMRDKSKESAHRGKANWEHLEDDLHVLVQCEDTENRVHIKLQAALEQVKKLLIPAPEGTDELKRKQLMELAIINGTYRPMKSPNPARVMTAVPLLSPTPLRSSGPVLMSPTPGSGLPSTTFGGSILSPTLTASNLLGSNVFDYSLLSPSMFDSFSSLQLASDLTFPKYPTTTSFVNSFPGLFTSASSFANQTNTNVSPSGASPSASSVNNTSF
BCLXL inh – Bcl-xL (human) inhibition; Q07817; GST-Bcl-xL / FITC-Bim BH3 peptide fluorescence polarization; inhibition, % at 10.9 µM; 320,000 compounds, 0.7% hits; AID 2129;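 active means inhibition above the mean of all tested compounds plus 3 SD, cutoff set per campaign, cut at about 30% in these data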;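 further: 0% = DMSO wells and 100% = unlabeled Bim-BH3 peptide competitor; inhibitors lower millipolarization by displacing the labeled peptide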
TPT1 inh – blocks Candida albicans tRNA 2'-phosphotransferase; recombinant caTPT1, FP RNA substrate dephosphorylation; inhibition, % at 5 µM; 300,000 compounds, 0.81% hits; AID 1962;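 active means inhibition above the mean of all tested compounds plus 3 SD, set per screening campaign, cut at about 24% in these data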;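 further: plate controls were DMSO alone for no effect and ferristatin control at 100 nM for full effect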
Fam108B inh – blocks mouse Fam108B hydrolase in RBBP9 counter-screen; AID 1947; inhibition, % at 9.51 µM; recombinant Fam108B, FP-Rh probe fluorescence polarization; 300,000 compounds, 0.33% hits;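 active means inhibition above the screen mean inhibition plus 3 SD, computed separately per campaign, cut at about 18% in these data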;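 further: inhibitors lower polarization as less probe binds the enzyme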
GSTO1 inh – counter-screen for RBBP9 inhibitors: inhibitors of human GSTO1; P78417; recombinant GSTO1, activity-based probe fluorescence polarization; inhibition, % at 5.96 µM; 300,000 compounds, 1.1% hits; AID 1974;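 active means inhibition above the campaign mean inhibition plus 3 SD, cut at about 35% in these data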;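 further: 0% = GSTO1-1 with DMSO and 100% = wells lacking GSTO1-1 enzyme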
Target sequence (P78417 whole entry, looked up): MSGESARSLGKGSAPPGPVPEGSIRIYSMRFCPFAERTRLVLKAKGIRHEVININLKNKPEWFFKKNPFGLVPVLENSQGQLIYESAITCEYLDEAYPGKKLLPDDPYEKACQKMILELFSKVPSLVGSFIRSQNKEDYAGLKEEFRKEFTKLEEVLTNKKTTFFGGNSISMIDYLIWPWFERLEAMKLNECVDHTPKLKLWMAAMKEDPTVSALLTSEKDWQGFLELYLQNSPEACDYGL
* marks the source's active call; other numbers are inactive results; · = no result given.

compound,PAD4 FP inh,MCL1-BIM inh,MEX-5 binding,PME-1 inh,GLD-1 RNA inh,BCLXL inh,TPT1 inh,Fam108B inh,GSTO1 inh
CCOC(=O)c1cc(NCc2cccs2)ccc1N1CCOCC1,0,6,-1.5,-2,2,2,1,-2,7
COc1ccc(N2C(=O)C3CC=C(Cl)CC3C2=O)cc1 (configuration not stated),1,1,-6.0,3,9,5,-1,2,-2
COc1ccc(Cl)cc1NC(=O)CN1CCN(S(=O)(=O)N2CCC(C)CC2)CC1,4,3,2.3,-2,-2,-3,-1,-1,-4
CC1(C)CC(=O)C(C=NCCN2CCN(C(=S)Nc3ccccc3)CC2)=C(O)C1,-1,7,-0.2,-8,0,5,3,7,2
CCN(CC)C(=O)Cn1cnc2sc(C(=O)NCCCN3CCOCC3)c(C)c2c1=O,0,10,-1.7,-5,8,9,0,-3,6
CCc1ccc(N(C(=O)c2csnn2)C(C(=O)NC2CCCCC2)c2ccncc2)cc1 (configuration not stated),-2,4,1.8,-1,-3,4,0,1,5
Cc1ccccc1NC(=O)CN1C(=O)S/C(=C\c2ccc(-c3cccc(C(=O)O)c3C)o2)C1=O,-1,12,-5.7,-4,1,8,6,0,-7
COc1ccccc1-c1ccc(=O)n(CC(=O)NCc2ccco2)n1,-5,-1,-0.6,-2,7,-6,0,1,6

Further results follow.
compound,PAD4 FP inh,MCL1-BIM inh,MEX-5 binding,PME-1 inh,GLD-1 RNA inh,BCLXL inh,TPT1 inh,Fam108B inh,GSTO1 inh
Cc1cc(C)c(C#N)c(N2CCOCC2)n1,3,-12,3.8,1,2,-4,-2,4,-5
CCOC(=O)c1ccc(S(=O)(=O)N2CCC(C(=O)OCC)CC2)cc1,-3,0,-1.3,3,6,5,-3,1,3
CCN(CC)C(=O)c1cc(-c2ccccc2OC)on1,1,10,1.8,-7,-2,4,-6,1,1
O=S(=O)(c1cccs1)N1CCCc2cccc(O)c21,1,7,·,2,6,4,-7,3,-4
COc1ccc(CC(=O)Nc2ccccc2Oc2ccccc2)cc1,3,-2,-2.0,4,1,0,0,0,4
Cc1ccccc1C(=O)c1cccn1CC(=O)NCc1ccc(F)cc1,-1,-4,-1.4,1,1,3,2,0,-11
CCCc1nc2c(C)ccc(C)c2c(N)c1CC,-1,6,-1.0,4,4,6,0,-1,5
CCc1c(C)sc(NC(=O)CN2CCN(C(=O)c3ccco3)CC2)c1C(=O)OC,-7,1,0.4,6,1,2,0,-2,18

A few values from the results shown.
MEX-5 binding, `COc1ccc(CC(=O)Nc2ccccc2Oc2ccccc2)cc1` stands at -2.0
GSTO1 inh, `O=S(=O)(c1cccs1)N1CCCc2cccc(O)c21` stands at -4
TPT1 inh, `CCc1c(C)sc(NC(=O)CN2CCN(C(=O)c3ccco3)CC2)c1C(=O)OC` stands at 0

Continuation.
compound,PAD4 FP inh,MCL1-BIM inh,MEX-5 binding,PME-1 inh,GLD-1 RNA inh,BCLXL inh,TPT1 inh,Fam108B inh,GSTO1 inh
CCOc1ccccc1NC(=S)N1CCN(c2ccc(OC)cc2)CC1,-4,0,3.9,-2,0,3,2,4,-2
COc1ccc(-n2nnnc2SCC(=O)NC2CCCC2)cc1OC,7,2,1.1,-9,7,1,0,-2,9
O=C(CN1CCOCC1)Nc1c(C(=O)C2CC2)oc2ccccc12,-7,-2,2.9,0,-11,0,2,1,-2
CC1CC=C2C(C#N)=C(N)C(C#N)(C#N)C(c3cccs3)C2C1 (configuration not stated),-8,96*,-31*,-3,70*,92*,-29,5,3
Cc1ccc(S(=O)(=O)N(C)c2ccc(OCC(=O)N3CCCC(C(F)(F)F)C3)cc2)cc1 (configuration not stated),-4,1,2.6,8,8,-4,-5,4,2
O=C(Nc1ccc([N+](=O)[O-])cc1)c1nc[nH]c1C(=O)NC1CCCCC1,-2,-3,-2.0,-3,6,1,0,-1,1
CC1CC(C)CN(C(=O)CSC2=Nc3ccccc3C3=NC(Cc4c[nH]c5ccccc45)C(=O)N23)C1 (configuration not stated),-1,5,-3.0,23,11,10,-4,3,4
Cc1cc(C)c(OCC(O)CNC(C)(C)C)c(C)c1 (configuration not stated),-6,0,-0.3,4,2,7,-2,3,2

2 compounds from above, showing only TPT1 inh, BCLXL inh and MEX-5 binding:
canonical_smiles,TPT1 inh,BCLXL inh,MEX-5 binding
O=C(CN1CCOCC1)Nc1c(C(=O)C2CC2)oc2ccccc12,2,0,2.9
CC1CC=C2C(C#N)=C(N)C(C#N)(C#N)C(c3cccs3)C2C1 (configuration not stated),-29,92*,-31*

Single records (already shown):
O=C(CN1CCOCC1)Nc1c(C(=O)C2CC2)oc2ccccc12 is listed with PAD4 FP inh = -7; MCL1-BIM inh = -2; MEX-5 binding = 2.9; PME-1 inh = 0; GLD-1 RNA inh = -11; BCLXL inh = 0; TPT1 inh = 2; Fam108B inh = 1; GSTO1 inh = -2
CC1CC=C2C(C#N)=C(N)C(C#N)(C#N)C(c3cccs3)C2C1 (configuration not stated) is listed with PAD4 FP inh = -8; MCL1-BIM inh = 96*; MEX-5 binding = -31*; PME-1 inh = -3; GLD-1 RNA inh = 70*; BCLXL inh = 92*; TPT1 inh = -29; Fam108B inh = 5; GSTO1 inh = 3
CC1CC(C)CN(C(=O)CSC2=Nc3ccccc3C3=NC(Cc4c[nH]c5ccccc45)C(=O)N23)C1 (configuration not stated) is listed with PAD4 FP inh = -1; MCL1-BIM inh = 5; MEX-5 binding = -3.0; PME-1 inh = 23; GLD-1 RNA inh = 11; BCLXL inh = 10; TPT1 inh = -4; Fam108B inh = 3; GSTO1 inh = 4

The results go on:
compound,PAD4 FP inh,MCL1-BIM inh,MEX-5 binding,PME-1 inh,GLD-1 RNA inh,BCLXL inh,TPT1 inh,Fam108B inh,GSTO1 inh
CC(=O)N(NC(N)=O)C(C)CC(=O)C1C(C)C=CCC1(C)C (configuration not stated),4,4,-3.2,-4,-3,2,-1,-2,1
CCOC(=O)c1ccc(S(=O)(=O)n2c(CN3CCCCC3)nc3ccccc32)cc1,4,-1,1.7,1,-3,0,-9,3,-10
Cc1ccnc2c1NC(=O)c1cccnc1N2C1CC1,-4,9,-1.6,-1,7,-2,-2,1,8
C=C(C)c1cccc(C(C)(C)NC(=O)Nc2ccc(C(N)=O)cc2)c1,-2,2,-2.3,2,4,-3,-1,-6,-12
COc1cc(NC(=O)c2c(F)cccc2F)c(Cl)cc1Cl,-2,6,-1.9,-4,2,6,-7,3,1
CC1CN(S(=O)(=O)c2ccccc2)CN1C(=O)N1CCOCC1 (configuration not stated),6,5,0.2,0,4,3,-2,-4,-5
CCOC(=O)c1ccc(Nc2cc(C)nc(-c3ccccc3)n2)cc1,-5,10,0.0,-26,1,8,-1,18*,-17
CC(C)CCNCC1OCc2ccccc2CO1,-1,10,0.8,4,4,2,-4,-1,1

Other structures follow:
compound,PAD4 FP inh,MCL1-BIM inh,MEX-5 binding,PME-1 inh,GLD-1 RNA inh,BCLXL inh,TPT1 inh,Fam108B inh,GSTO1 inh
CCN(CC)CCOC(=O)c1c(C)n(C)c2ccc(OC)cc12,-2,18,0.3,-12,7,-1,-7,-6,12
CCOc1ccccc1-c1cc(C(=O)N2CCOCC2)c2ccccc2n1,2,-3,-2.1,2,7,-1,2,-3,7
N#CCC(=O)N1CCN(Cc2ccc3c(c2)OCO3)CC1,2,3,-0.1,0,-4,4,3,-5,4
COc1ccc(C)cc1NS(=O)(=O)c1ccc(NS(=O)(=O)c2ccc(NC(C)=O)cc2)cc1,-5,-3,-2.6,2,-3,0,-2,0,11
NC(=O)c1cccnc1Oc1cccc(Cl)c1,-2,3,-1.1,-3,2,1,-1,1,0
CCCCc1nc(SCC(=O)N2CCCC2)c2c(=O)n(C)c(=O)n(C)c2n1,0,5,1.1,4,6,1,0,0,-2
COc1cc(OC)cc(C(=O)NNC(=O)C2CSC3(C)CCC(=O)N23)c1 (configuration not stated),0,-1,·,-3,7,-5,·,·,·
CSc1ccc(-c2ccco2)nn1,2,3,·,-1,3,3,-1,2,8

Further results.
compound,PAD4 FP inh,MCL1-BIM inh,MEX-5 binding,PME-1 inh,GLD-1 RNA inh,BCLXL inh,TPT1 inh,Fam108B inh,GSTO1 inh
COc1ccccc1NC(=S)NNC(=O)c1nn(C)c(C)c1Br,3,7,-5.3,1,0,6,-7,4,3
CCCc1cc(=O)oc2cc(C)cc(OCC(=O)O)c12,-3,5,3.7,3,-5,4,2,2,-5
COC(=O)[C@@H]1C[C@H]1[C@@H](NC(=O)c1cc(C)on1)c1ccccc1,-2,0,1.4,3,6,-6,-2,1,2
COc1cc(O)c(C(CC(=O)N2CCN(c3ccccc3)CC2)c2cc(OC)c(OC)c(OC)c2)c(OC)c1 (configuration not stated),-1,-1,1.2,3,2,0,-2,-1,1
O=C(N/N=C/C=C\c1ccco1)c1cccnc1,3,23,-4.9,3,3,16,0,2,7
Cc1occc1C(=O)NNC(=O)c1nn(C)c(=O)c2ccccc12,-6,1,-11,-1,4,3,2,2,7
CCOC(=O)CC1C(=O)NCCN1C(=O)c1ccc(Cl)cc1Cl (configuration not stated),0,2,3.2,-4,0,4,1,4,4
COc1ccc(C2C(C#N)=C(N)Oc3n[nH]c(-c4ccccn4)c32)c(OC)c1OC (configuration not stated),-11,3,0.8,-2,4,3,-4,-3,43*

Entries listed above shown as hits in GLD-1 RNA inh:
Compound	PAD4 FP inh	MCL1-BIM inh	MEX-5 binding	PME-1 inh	GLD-1 RNA inh	BCLXL inh	TPT1 inh
CC1CC=C2C(C#N)=C(N)C(C#N)(C#N)C(c3cccs3)C2C1 (configuration not stated)	-8	96*	-31*	-3	70*	92*	-29

Carrying on.
compound,PAD4 FP inh,MCL1-BIM inh,MEX-5 binding,PME-1 inh,GLD-1 RNA inh,BCLXL inh,TPT1 inh,Fam108B inh,GSTO1 inh
CCc1ccc(NC(=O)CSc2ccc(-c3cccnc3)nn2)cc1,-4,5,-1.8,1,-2,2,-1,-3,-2
CCOc1ccc(NC(=O)CC2C(=O)N(c3cccc(OC)c3)C(=O)N2CCOC)cc1 (configuration not stated),-4,2,1.0,-3,-1,4,-1,0,3
CC(NCC(O)COc1ccc(Br)cc1)c1ccccc1 (configuration not stated),2,6,2.8,-3,3,10,-3,-1,9
Cc1cc(OCc2cc(C(=O)N(C)C3CCOC3)no2)cc(C)c1Cl (configuration not stated),-2,2,0.4,1,-3,5,3,-1,5
COc1ccccc1/C(O)=C(\C#N)c1nc2ccccc2[nH]1,-3,-1,2.6,3,0,-1,-2,0,-2
CCN(CC)CCCN(Cc1cc2ccc(C)c(C)c2[nH]c1=O)C(=O)NC1CCCCC1,-2,4,-0.5,2,7,4,1,1,5
Cc1ccc(CN(C)C(=O)CN2C(=O)NC3(CCCc4ccccc43)C2=O)c(C)c1 (configuration not stated),-1,24,·,6,6,-1,·,·,·
COc1ccc(-c2c(C(=O)O)nc3ccccc3c2C(=O)O)cc1,-4,0,0.0,0,8,-1,-2,-1,2

These rows are one share of the data; count on the stated rates, not on these rows.
